PLAP inhibition = PLAP enzyme inhibitors, biochemical, luminescence, HTS (AID 690); purified PLAP, luminescent substrate; higher % means a stronger effect; inhibition, % at 20 µM; hits with a dose series show IC50 in µM; hit rate 0.08% among 96,000; in the data active = a potency from the dose series; inactive = the rest, 99 in 100 with inhibition below about 30%; note: strong numbers were not always called active
IL1B NFkB pot = enhances IL-1B driven NFkB nuclear translocation | hit rate 0.3% among 94,000 | activation, % at 2 µM | AID 819 | HUVEC IL-1B NFkB p65 nuclear translocation imaging;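 active = activation above 40%, about the mean plus 3 SD, also judged a hit on visual image review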;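 note: percent activation is computed from the nuclear over cytoplasmic p65 intensity ratio; values of inactives mirror those of a sister screen read the other way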
Bcl-B displacement = displacers of TR3 peptide from Bcl-B, primary screen, selectivity assay for Bfl-1 inhibitor project, biochemical, fluorescence polarization; hit rate 0.11% among 96,000; displacement, % at 20 µM, or IC50 in µM where a hit was titrated; AID 748; FP displacement of FITC-TR3 peptide from Bcl-B; higher % means a stronger effect;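 active = displacement above 50% at 20 µM plus a fluorescence interference ratio under 1.5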;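 note: plate controls were wells without compound for no effect and wells lacking Bcl-B protein for full effect; a part of the inactive calls stands beside numbers as strong as those of hits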
MRP resist rev = reverses drug resistance mediated by MRP | H69AR cells + 2 uM doxorubicin, CellTiter-Glo, 72 h | differential viability (reversal), % at 10 µM | hit rate 0.04% among 85,000;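 active = viability drop by adding the cancer drug above about 55%, with treated viability meeting a 40% cutoff, limit read from the data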;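 note: viability without doxorubicin minus viability with 2 µM doxorubicin for each compound; larger differential means the compound sensitizes cells more to doxorubicin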
IL1B NFkB inh = blocks IL-1B driven NFkB nuclear translocation in HUVEC cells. HUVEC IL-1B NFkB p65 nuclear translocation imaging. inhibition, % at 2 µM. hit rate 0.43% among 94,000;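 active = inhibition above about 30% together with a positive call from visual inspection of the well image, limit read from the data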;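 note: nuclear over cytoplasmic p65 intensity ratio measured by imaging; 0% = IL-1B stimulated DMSO wells and 100% = unstimulated DMSO wells; values of inactives mirror those of a sister screen read the other way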
MRP resist rev cytotoxicity = also measured in MRP resist rev; calls as there; viability, %; H69AR cells, CellTiter-Glo, 72 h; measured here: cytotoxicity without doxorubicin
MRP resist rev with doxorubicin = also measured in MRP resist rev; calls as there; viability, %; measured here: viability with 2 uM doxorubicin; active compounds read low
IL1B NFkB inh cell count 2 µM = further read-out of IL1B NFkB inh, marked with its call; cell count; measured here: cells passing quality filter;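 raw number of nuclei counted in each imaged well without normalization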
IL1B NFkB pot cell count 2 µM = recorded beside IL1B NFkB pot, whose call it bears; cell count; measured here: cells passing quality filter
* marks the source's active call; other numbers are inactive results. These rows are one share of the data; count on the stated rates, not on these rows.

For CCOc1ccc2nc(NC3=NC(C)(C)C=C(C)N3)nc(C)c2c1 the results were PLAP inhibition -93%, IL1B NFkB pot 12, Bcl-B displacement 16%, IL1B NFkB inh -12, IL1B NFkB inh cell count 2 µM 140 and IL1B NFkB pot cell count 2 µM 140.
CCN(c1ccccc1)S(=O)(=O)c1ccc(F)c(C(=O)O)c1 was read as PLAP inhibition -13%, Bcl-B displacement 0%, MRP resist rev 3, MRP resist rev cytotoxicity 103 and MRP resist rev with doxorubicin 101.
For O=C(COC(=O)C1CCC1)Nc1ccc(OC(F)F)cc1 the results were PLAP inhibition 13%, Bcl-B displacement 80%, MRP resist rev -1, MRP resist rev cytotoxicity 93 and MRP resist rev with doxorubicin 94.
`O=C(NCC(=O)N(CC1CCCO1)C(C(=O)NC1CCCC1)c1ccc(F)cc1)c1ccco1` (stereo unspecified) gave PLAP inhibition -14%, IL1B NFkB pot 3, Bcl-B displacement -1%, MRP resist rev -17, IL1B NFkB inh -4, MRP resist rev cytotoxicity 79, MRP resist rev with doxorubicin 96, IL1B NFkB inh cell count 2 µM 147 and IL1B NFkB pot cell count 2 µM 147.
Screening O=C(NCc1ccc2c(c1)OCO2)C1CCN(c2ncccn2)CC1 returned PLAP inhibition 4%, IL1B NFkB pot -12, Bcl-B displacement 0%, MRP resist rev -9, IL1B NFkB inh 12, MRP resist rev cytotoxicity 97, MRP resist rev with doxorubicin 106, IL1B NFkB inh cell count 2 µM 90 and IL1B NFkB pot cell count 2 µM 90.
CCCCCSc1nc2c(c(=O)[nH]c(=O)n2C)n1CC was read as IL1B NFkB pot 13, IL1B NFkB inh -13, IL1B NFkB inh cell count 2 µM 68 and IL1B NFkB pot cell count 2 µM 68.
`Cc1cc(C)n2[nH]c(=O)c(N=Nc3ccccc3)c2n1` gave PLAP inhibition 15%, IL1B NFkB pot 0, Bcl-B displacement 6%, IL1B NFkB inh 0, IL1B NFkB inh cell count 2 µM 148 and IL1B NFkB pot cell count 2 µM 148.
Screening COC(=O)C1=C(C)NC(C)=C(C(=O)OC)C1c1cn(-c2ccccc2)nc1-c1ccco1 returned PLAP inhibition -32%, IL1B NFkB pot -10, Bcl-B displacement -21%, IL1B NFkB inh 10, IL1B NFkB inh cell count 2 µM 116 and IL1B NFkB pot cell count 2 µM 116.
`N=c1nc(N)nc2n1NC(c1ccc(F)cc1)=CS2` gave PLAP inhibition -4%, IL1B NFkB pot -14, Bcl-B displacement 0%, MRP resist rev 4, IL1B NFkB inh 14, MRP resist rev cytotoxicity 93, MRP resist rev with doxorubicin 89, IL1B NFkB inh cell count 2 µM 176 and IL1B NFkB pot cell count 2 µM 176.
`O=C(CCS(=O)(=O)Cc1ccc(Cl)cc1)NCCCN1CCN(c2ccccc2F)CC1` gave PLAP inhibition -53%, IL1B NFkB pot 1, Bcl-B displacement -8%, MRP resist rev 12, IL1B NFkB inh -1, MRP resist rev cytotoxicity 110, MRP resist rev with doxorubicin 98, IL1B NFkB inh cell count 2 µM 126 and IL1B NFkB pot cell count 2 µM 126.
CCOC(=O)c1cc2n(n1)C(C(F)(F)C(F)(F)F)CC(C)N2 (stereo unspecified) was read as PLAP inhibition -1%, IL1B NFkB pot 2, Bcl-B displacement 0%, MRP resist rev 8, IL1B NFkB inh -2, MRP resist rev cytotoxicity 102, MRP resist rev with doxorubicin 93, IL1B NFkB inh cell count 2 µM 178 and IL1B NFkB pot cell count 2 µM 178.
For COc1cc(C2C(C(=O)OCCC#N)=C(C)NC3=C2S(=O)(=O)c2ccccc23)cc(OC)c1OC (stereo unspecified) the results were PLAP inhibition -43% and Bcl-B displacement -1%.
CN(C)/C=N/C(=S)Nc1ccccc1F was read as PLAP inhibition -7%, IL1B NFkB pot 30, Bcl-B displacement -9%, MRP resist rev 7, IL1B NFkB inh -30, MRP resist rev cytotoxicity 105, MRP resist rev with doxorubicin 98, IL1B NFkB inh cell count 2 µM 57 and IL1B NFkB pot cell count 2 µM 57.
Screening O=C(NCc1ccccc1)c1cc(-c2cccs2)on1 returned PLAP inhibition -18%, IL1B NFkB pot 20, Bcl-B displacement -6%, MRP resist rev -27, IL1B NFkB inh -20, MRP resist rev cytotoxicity 97, MRP resist rev with doxorubicin 123, IL1B NFkB inh cell count 2 µM 145 and IL1B NFkB pot cell count 2 µM 145.
Screening COc1ccccc1N1CCN(C(=O)CSc2nc(C)c(Cc3ccccc3)c(=O)[nH]2)CC1 returned PLAP inhibition -55%, IL1B NFkB pot -7, Bcl-B displacement -4%, MRP resist rev 10, IL1B NFkB inh 7, MRP resist rev cytotoxicity 101, MRP resist rev with doxorubicin 91, IL1B NFkB inh cell count 2 µM 89 and IL1B NFkB pot cell count 2 µM 89.
Cc1cc(C)n(-c2nc3ccccc3c(=O)n2OCC(N)=O)n1 was read as PLAP inhibition -12%, IL1B NFkB pot 17, Bcl-B displacement 11%, MRP resist rev 7, IL1B NFkB inh -17, MRP resist rev cytotoxicity 87, MRP resist rev with doxorubicin 80, IL1B NFkB inh cell count 2 µM 47 and IL1B NFkB pot cell count 2 µM 47.
For CCCc1[nH]nc2c1C1(CCN(C(=O)OCc3ccccc3)CC1)C(C#N)=C(N)O2 the results were PLAP inhibition -15%, IL1B NFkB pot 4, Bcl-B displacement -1%, MRP resist rev 3, IL1B NFkB inh -4, MRP resist rev cytotoxicity 85, MRP resist rev with doxorubicin 82, IL1B NFkB inh cell count 2 µM 195 and IL1B NFkB pot cell count 2 µM 195.
For COc1ccc(-c2nc3ccccc3n2CCC(C)C)cc1OC the results were PLAP inhibition -62%, IL1B NFkB pot 3, Bcl-B displacement -16%, MRP resist rev -42, IL1B NFkB inh -3, MRP resist rev cytotoxicity 29, MRP resist rev with doxorubicin 70, IL1B NFkB inh cell count 2 µM 148 and IL1B NFkB pot cell count 2 µM 148.
For CCC(c1nnnn1CCOC)N(Cc1cc2cc(C)c(C)cc2[nH]c1=O)CC1CCCO1 (stereo unspecified) the results were PLAP inhibition -63%, IL1B NFkB pot 5, Bcl-B displacement 0%, MRP resist rev 3, IL1B NFkB inh -6, MRP resist rev cytotoxicity 98, MRP resist rev with doxorubicin 96, IL1B NFkB inh cell count 2 µM 163 and IL1B NFkB pot cell count 2 µM 163.
For COc1nc(C)nc2c1sc1nc3c(cc12)COC(C)(C)C3 the results were PLAP inhibition 1%, IL1B NFkB pot -2, Bcl-B displacement 0%, MRP resist rev 12, IL1B NFkB inh 2, MRP resist rev cytotoxicity 93, MRP resist rev with doxorubicin 80, IL1B NFkB inh cell count 2 µM 141 and IL1B NFkB pot cell count 2 µM 141.
Screening COC(=O)c1scc(C)c1N/N=C(\C)c1cc(F)c(Cl)cc1F returned PLAP inhibition -2%, IL1B NFkB pot -12, Bcl-B displacement -22%, MRP resist rev -15, IL1B NFkB inh 12, MRP resist rev cytotoxicity 84, MRP resist rev with doxorubicin 99, IL1B NFkB inh cell count 2 µM 148 and IL1B NFkB pot cell count 2 µM 148.
For Cc1cccc2cc(COC(=O)c3ccccc3)c(=O)[nH]c12 the results were PLAP inhibition 16%, IL1B NFkB pot 12, Bcl-B displacement -7%, MRP resist rev -4, IL1B NFkB inh -12, MRP resist rev cytotoxicity 86, MRP resist rev with doxorubicin 91, IL1B NFkB inh cell count 2 µM 58 and IL1B NFkB pot cell count 2 µM 58.
CCCCCc1c(C)nc(N2CCOCC2)[nH]c1=O was read as PLAP inhibition 4%, IL1B NFkB pot 4, Bcl-B displacement 3%, MRP resist rev 24, IL1B NFkB inh -4, MRP resist rev cytotoxicity 108, MRP resist rev with doxorubicin 83, IL1B NFkB inh cell count 2 µM 104 and IL1B NFkB pot cell count 2 µM 104.
`CC(Sc1nc2ccccc2c(=O)n1Cc1ccco1)C(=O)c1ccccc1` (stereo unspecified) gave PLAP inhibition -30%, Bcl-B displacement -9%, MRP resist rev 0, MRP resist rev cytotoxicity 77 and MRP resist rev with doxorubicin 78.
For COc1cccc(-c2nc(NCC3CCCO3)c3ccccc3n2)c1O (stereo unspecified) the results were IL1B NFkB pot 31, Bcl-B displacement -7%, MRP resist rev -16, IL1B NFkB inh -31, MRP resist rev cytotoxicity 32, MRP resist rev with doxorubicin 48, IL1B NFkB inh cell count 2 µM 133 and IL1B NFkB pot cell count 2 µM 133.
Screening CC(=O)CC1(O)C(=O)N(CN2CCN(c3ccccc3)CC2)c2ccccc21 (stereo unspecified) returned PLAP inhibition -3%, IL1B NFkB pot 5, Bcl-B displacement 17%, MRP resist rev -13, IL1B NFkB inh -5, MRP resist rev cytotoxicity 93, MRP resist rev with doxorubicin 106, IL1B NFkB inh cell count 2 µM 114 and IL1B NFkB pot cell count 2 µM 114.
`Cc1ccc2[nH]c(=O)c(COC(=O)C3CCCO3)cc2c1` (stereo unspecified) gave PLAP inhibition -5%, IL1B NFkB pot 17, Bcl-B displacement -11%, MRP resist rev 7, IL1B NFkB inh -17, MRP resist rev cytotoxicity 98, MRP resist rev with doxorubicin 91, IL1B NFkB inh cell count 2 µM 88 and IL1B NFkB pot cell count 2 µM 88.
For COc1cc(C)nc(Oc2ccc(OCc3ccccc3)nn2)n1 the results were PLAP inhibition 9%, IL1B NFkB pot 6, Bcl-B displacement 2%, MRP resist rev -3, IL1B NFkB inh -6, MRP resist rev cytotoxicity 93, MRP resist rev with doxorubicin 96, IL1B NFkB inh cell count 2 µM 146 and IL1B NFkB pot cell count 2 µM 146.
For COc1ccc(Cc2nnc(NC(=O)c3ccco3)s2)cc1OC the results were PLAP inhibition 12%, IL1B NFkB pot -3, Bcl-B displacement -3%, MRP resist rev -13, IL1B NFkB inh 3, MRP resist rev cytotoxicity 89, MRP resist rev with doxorubicin 102, IL1B NFkB inh cell count 2 µM 101 and IL1B NFkB pot cell count 2 µM 101.
`CCOc1ccc(NS(=O)(=O)c2ccc(N)cc2)cc1` gave PLAP inhibition 10%, IL1B NFkB pot -2, Bcl-B displacement -9%, MRP resist rev -3, IL1B NFkB inh 2, MRP resist rev cytotoxicity 94, MRP resist rev with doxorubicin 97, IL1B NFkB inh cell count 2 µM 86 and IL1B NFkB pot cell count 2 µM 86.
For COCCSc1ccccc1C(=O)Nc1cccnc1 the results were PLAP inhibition 21%, IL1B NFkB pot -10, Bcl-B displacement 2%, MRP resist rev 5, IL1B NFkB inh 10, MRP resist rev cytotoxicity 94, MRP resist rev with doxorubicin 90, IL1B NFkB inh cell count 2 µM 146 and IL1B NFkB pot cell count 2 µM 146.
O=C(NCc1ccncc1)C(F)(F)C(F)(F)C(=O)NCc1ccncc1 was read as PLAP inhibition -24%, IL1B NFkB pot 3, Bcl-B displacement -9%, MRP resist rev 14, IL1B NFkB inh -2, MRP resist rev cytotoxicity 103, MRP resist rev with doxorubicin 88, IL1B NFkB inh cell count 2 µM 171 and IL1B NFkB pot cell count 2 µM 171.
For O=C(c1cccc(F)c1)N1CCCC(C(=O)N2CCCC2)C1 (stereo unspecified) the results were PLAP inhibition -15%, IL1B NFkB pot -4, Bcl-B displacement -8%, MRP resist rev 5, IL1B NFkB inh 4, MRP resist rev cytotoxicity 100, MRP resist rev with doxorubicin 95, IL1B NFkB inh cell count 2 µM 106 and IL1B NFkB pot cell count 2 µM 106.

Structural class: the compounds so far with a thiophene ring, fused or not.
Screening O=C(NCc1ccccc1)c1cc(-c2cccs2)on1 returned PLAP inhibition -18%, IL1B NFkB pot 20, Bcl-B displacement -6%, MRP resist rev -27, IL1B NFkB inh -20, MRP resist rev cytotoxicity 97, MRP resist rev with doxorubicin 123, IL1B NFkB inh cell count 2 µM 145 and IL1B NFkB pot cell count 2 µM 145.
For COc1nc(C)nc2c1sc1nc3c(cc12)COC(C)(C)C3 the results were PLAP inhibition 1%, IL1B NFkB pot -2, Bcl-B displacement 0%, MRP resist rev 12, IL1B NFkB inh 2, MRP resist rev cytotoxicity 93, MRP resist rev with doxorubicin 80, IL1B NFkB inh cell count 2 µM 141 and IL1B NFkB pot cell count 2 µM 141.
Screening COC(=O)c1scc(C)c1N/N=C(\C)c1cc(F)c(Cl)cc1F returned PLAP inhibition -2%, IL1B NFkB pot -12, Bcl-B displacement -22%, MRP resist rev -15, IL1B NFkB inh 12, MRP resist rev cytotoxicity 84, MRP resist rev with doxorubicin 99, IL1B NFkB inh cell count 2 µM 148 and IL1B NFkB pot cell count 2 µM 148.

Screening data deposited in PubChem by several laboratories.
